TPT1 inh: inhibitors of Candida albicans tRNA 2'-phosphotransferase TPT1; recombinant caTPT1, FP RNA substrate dephosphorylation; inhibition, % at 5 µM; hit rate 0.81% among 300,000; AID 1962;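 active means inhibition above the mean of all tested compounds plus 3 SD, set per screening campaign, cut at about 24% in these data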;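 further: plate controls were DMSO alone for no effect and ferristatin control at 100 nM for full effect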
PP1 counter: blocks human PP1-alpha phosphatase, a PP5 counter-screen. P62136. purified PP1alpha, OMFP fluorescence. inhibition, % at 6.7 µM. hit rate 0.9% among 320,000. AID 2235;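 active means inhibition above the mean inhibition of all tested compounds plus 3 SD, computed separately for each screening campaign, cut at about 15% in these data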
Target sequence (P62136 whole entry, looked up): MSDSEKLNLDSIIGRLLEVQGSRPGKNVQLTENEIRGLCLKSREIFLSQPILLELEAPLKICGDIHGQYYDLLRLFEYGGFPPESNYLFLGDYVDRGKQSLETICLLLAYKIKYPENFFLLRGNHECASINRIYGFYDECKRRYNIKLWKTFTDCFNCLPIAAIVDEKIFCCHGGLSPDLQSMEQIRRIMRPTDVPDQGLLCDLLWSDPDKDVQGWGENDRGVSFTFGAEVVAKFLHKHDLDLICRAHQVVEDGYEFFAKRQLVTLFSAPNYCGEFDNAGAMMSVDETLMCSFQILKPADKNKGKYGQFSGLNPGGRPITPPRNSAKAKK
PP5 primary: PP5 (human) phosphatase inhibition. P53041. inhibition, % at 6.7 µM. AID 1987. hit rate 0.18% among 320,000. purified PP5c, OMFP substrate fluorescence;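 active means inhibition above the campaign's mean inhibition across all tested compounds plus 3 SD, cut at about 9.5% in these data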;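 further: 0% = DMSO only and 100% = 100 µM cantharidin control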
Target sequence (P53041 whole entry, looked up): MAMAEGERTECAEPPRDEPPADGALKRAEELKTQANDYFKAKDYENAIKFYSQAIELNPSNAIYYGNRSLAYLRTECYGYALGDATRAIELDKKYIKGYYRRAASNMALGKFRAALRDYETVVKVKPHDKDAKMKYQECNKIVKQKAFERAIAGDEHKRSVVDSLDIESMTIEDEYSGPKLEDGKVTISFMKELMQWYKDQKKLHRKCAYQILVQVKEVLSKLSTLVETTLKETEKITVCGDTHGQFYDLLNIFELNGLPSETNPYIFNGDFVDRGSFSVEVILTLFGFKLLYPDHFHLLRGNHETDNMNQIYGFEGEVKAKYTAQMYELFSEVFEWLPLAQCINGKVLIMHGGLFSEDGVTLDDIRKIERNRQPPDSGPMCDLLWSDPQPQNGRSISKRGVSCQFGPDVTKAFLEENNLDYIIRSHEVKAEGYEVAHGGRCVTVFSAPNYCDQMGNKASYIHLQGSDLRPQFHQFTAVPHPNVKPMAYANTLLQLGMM
core dimer inh: blocks dimerization of HCV core protein | TR-FRET GST/Flag-core106 dimerization, 1536-well | inhibition, % at 5 µM | hit rate 0.33% among 300,000;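 active means inhibition above the mean of all tested compounds plus 3 SD, set per screening campaign, cut at about 45% in these data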
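test system = GST/Flag-tagged HCV core106 proteins | probe or stimulus = Eu donor and XL665 acceptor anti-tag antibodies | times = compound-protein-antibody incubation 4 h at 22.5 °C | signal = TR-FRET, excitation 340 nm, emission 617 and 671 nm | measure = percent inhibition of core106 dimerization signal | controls = wells lacking GST-core106 and wells with excess unlabelled core106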
LYPLA2 counter: counter-screen for PME1 inhibitors: inhibitors of human LYPLA2. O95372. recombinant LYPLA2, FP-Rh probe fluorescence polarization. inhibition, % at 5.9 µM. hit rate 0.38% among 320,000. AID 2177;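 active means inhibition above the screen-wide mean plus 3 SD, limit set per campaign, cut at about 26% in these data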;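 further: 0% = LYPLA2 with DMSO and 100% = wells lacking LYPLA2 enzyme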
Target sequence (O95372 whole entry, looked up): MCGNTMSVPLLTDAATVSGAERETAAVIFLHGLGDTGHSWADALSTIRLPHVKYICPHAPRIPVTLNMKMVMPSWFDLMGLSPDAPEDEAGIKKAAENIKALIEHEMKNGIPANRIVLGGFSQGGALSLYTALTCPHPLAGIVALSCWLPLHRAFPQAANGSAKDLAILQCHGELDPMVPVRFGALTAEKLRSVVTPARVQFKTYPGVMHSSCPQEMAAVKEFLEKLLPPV
Efflux pump inh: blocks antifungal efflux pumps in multiplex yeast assay; S. cerevisiae Candida pump triplex, Nile Red efflux; inhibition, % at 10 µM; hit rate 0.44% among 330,000; AID 485275;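 active means plate passing quality check with inhibition over a set limit, or well fluorescence over plate mean plus 4 SD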;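 further: Nile Red retained in pooled yeast measured as flow cytometry median fluorescence; 0% = buffer negative control and 100% = Enniatin B positive control; higher means more Nile Red kept so more efflux inhibition; some compounds called inactive have numbers as strong as hits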
Fh CTSL1 inh: counter-screen for PFM18AAP inhibitors: inhibitors of F. hepatica cathepsin L1 | inhibition, % at 5.96 µM | hit rate 0.49% among 300,000 | AID 1906 | recombinant F. hepatica cathepsin L1, Z-Leu-Arg-MCA fluorescence;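 active means inhibition above the mean of all tested compounds plus 3 SD, set per screening campaign, cut at about 17% in these data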;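 further: 0% = plate median of test compound wells and 100% = 1 µM Z-Phe-Ala-diazomethylketone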
PREPL inhibitor: inhibitors of human prolyl oligopeptidase-like enzyme PREPL; AID 2751; recombinant PREPL, fluorescence polarization activity-based probe; hit rate 0.68% among 320,000; inhibition, % at 5.96 µM; in the data active means inhibition above about 43%;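 further: 0% = enzyme with DMSO and 100% = wells lacking enzyme; many of its hits are not listed in these tables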
GASC-1 inh: human JMJD2C demethylase inhibition; inhibition, % at 2.35 µM; GST-JMJD2C(1-420) H3K9me3 demethylation, DELFIA europium; hit rate 0.069% among 330,000;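 active means more than half of a compound's replicate wells show inhibition beyond 50%, single wells judged on their own value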;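 further: signal counts dimethyl H3K9 product captured on neutravidin plate; 0% = median of DMSO wells and 100% = 0.3 times that DMSO median; strong numbers were not always called active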
Numbers without * were called inactive; . = not tested or not shown; & = joins results of further samples. Only part of the results is shown; count on the stated rates, not on these rows.

SMILES	TPT1 inh	PP1 counter	PP5 primary	core dimer inh	LYPLA2 counter	Efflux pump inh	Fh CTSL1 inh	PREPL inhibitor	GASC-1 inh
Cc1ccc(NC(=O)OCc2cccs2)cc1	3	-1	-0.3	10	4	0.0	0	-9	32
Cc1ccccc1NC(=O)Cc1nc(COC(=O)Cc2c(F)cccc2Cl)cs1	.	2	1.5	.	7	0.2	.	-3	3
O=C1CC(C(=O)N2CCCc3ccccc32)CN1c1ccc(F)cc1 (stereo not given)	-1	-1	-0.3	10	1	0.0	-1	-5	1
COc1ccc(N2C(=O)C3CCCN3C2c2cccc(C)c2)cc1Cl (stereo not given)	-2	-1	3.5	-6	0	-0.1	-2	5	-13
CCCc1nn(-c2cc(Cl)ccc2OC)c2c1C(=O)CCC2	-2	-4	1.1	-2	7	0.0	0	-3	0
COc1ccc(NC(=O)COC(=O)c2ccc(-n3cnnn3)cc2)cc1Cl	-3	-2	-1.9	2	-6	0.0	-4	0	1
NS(=O)(=O)c1ccc(NC(=O)CSc2ncnc3ccccc23)cc1	3	-5	1.8	14	3	0.0	3	6	-1
CN(CC(=O)Nc1ccccc1C(F)(F)F)C(=O)c1ccc2c(=O)n3c(nc2c1)CCC3	.	-6	1.3	.	-2	-0.1	.	2	1
CCSc1nnc(NC(=O)c2csc3c2CCC(C)C3)s1 (stereo not given)	1	-1	0.6	3	1	-0.1	-4	1	-3
Cc1ccc(CNC(=O)COC(=O)c2ccc(S(=O)(=O)NCc3ccco3)cc2)cc1	.	8	-0.8	.	-11	-0.4	.	1	3
COc1ccc(NC(=O)CSc2nnc3n2CCCCC3)cc1S(=O)(=O)N1CCOCC1	.	-4	-2.6	.	2	-0.1	.	8	-10
COc1ccc(CN(C)C(=O)CCCNC(=O)c2ccc(Cl)cc2)cc1	0	2	1.4	-4	7	-0.3	-3	2	-4
C/C(=N\NC(=O)c1cc(-c2ccc(Br)s2)[nH]n1)c1ccncc1	0	1	0.7	12	-17	1.3	2	6	5
COc1ccccc1CNC(=O)[C@@H]1CCCN1S(=O)(=O)c1ccc(Cl)cc1	0	-5	-1.3	6	-3	-0.1	-2	-8	4
CC1CCCCC1NC(=O)CN1C(=O)COc2ccccc21 (stereo not given)	0	-3	3.6	1	3	1.9	0	15	4
Nc1ncccc1OCc1ccc(Cl)c(Cl)c1	-1	-2	-1.1	-1	5	0.2	-5	4	0
CC1Cc2ccccc2N1c1ncnc2c1nnn2Cc1ccccc1 (stereo not given)	2	-3	0.1	-1	-1	-0.1	3	0	5
COc1ccc(CNC(=O)CN2CCN(c3ccccc3)CC2)cc1	0	-1	1.1	-14	9	-0.1	-2	-12	0
COc1ccc(NC(=O)C2CC(c3cccc(Br)c3)=NO2)cc1OC (stereo not given)	2	0	3.7	-3	7	0.0	3	29	5
COc1ccc(CN2CCCN(C)CC2)c(OC)c1C	0	0	3.6	0	5	0.1	2	-1	14
COc1cc(C2/C(=C(\O)c3ccc4c(c3)OCCO4)C(=O)C(=O)N2Cc2ccco2)ccc1O (stereo not given)	-3	2	-0.8	9	0	0.0	5	3	-7
COc1ccc(OC)c(Cc2nnc(CCC(=O)N3CCCCCC3)o2)c1	-2	3	-1.6	-1	-5	0.0	-3	-2	-3
CC(=O)Nc1ccc(SCCN2CC[C@@H](C)CCC2=O)cc1	.	-1	2.4	.	2	-0.2	.	16	7
O=C(Nc1nnc(C2CC2)s1)c1ccc(S(=O)(=O)c2ccccc2)cc1	1	3	2.3	0	0	0.1	1	3	-3
Oc1ccc(/C=N/Nc2ncnc3nc[nH]c23)cc1	-1	-4	0.2	1	-2	-0.1	-2	-7	-1
Cc1cccc(NC(=O)CCN2C(=O)c3ccccc3S2(=O)=O)c1C	1	-3	-0.3	0	2	0.3	-3	4	4
Nc1cc(C(=O)O)c(N)c2c1C(=O)c1ccccc1C2=O	-46	5	2.9	-127	53*	0.0	-1	84*	5
CCCCN(C)S(=O)(=O)c1c(C)[nH]c(=O)[nH]c1=O	-3	0	0.4	-14	3	-0.1	3	7	-1
O=C(NCC1CCCO1)c1cc2c(=O)[nH]c3ccccc3c2s1 (stereo not given)	3	-5	-2.5	0	10	0.0	-4	5	1
COc1ccc(-c2ccc(SCC(=O)Nc3nccs3)nn2)cc1OC	-2	-5	1.8	3	-8	0.3	2	1	3
O=C(Nc1ccc(N2CCOCC2)cc1)C1CCN(S(=O)(=O)c2ccccc2F)CC1	0	-3	-2.5	-3	4	-0.1	3	6	5
O=C1CCC[C@@H]2Cc3[nH]c4c(Cl)ccc(Cl)c4c3[C@@H]3CCN1[C@H]23	0	-3	2.6	1	0	-0.1	3	-3	-7
Cc1ccc(C(=O)COC(=O)CNS(=O)(=O)c2ccccc2)cc1[N+](=O)[O-]	-2	-2	0.2	-6	2	-0.3	-13	12	0
COc1ccc(N(S(=O)(=O)c2ccccc2)S(=O)(=O)c2ccccc2)c(N)c1	-2	2	2.4	-10	-4	-0.4	2	-3	2
COc1ccccc1C(=O)N1CCC(N2CCN(c3ccccc3OC)CC2)CC1	-3	1	4.1	-4	3	0.0	-1	-6	-3
CCc1c(C)c2cc(Cl)c(O)c(CN3CCCCC3)c2oc1=O	-1	-6	0.5	5	6	-0.2	5	3	-26
COc1cccc(NC(=O)N2CCCC2C(=O)NCC(C)C)c1 (stereo not given)	0	2	-0.9	-11	2	-0.3	-3	16	1
O=C(COc1ccc(Cl)cc1)NCCCNC(=O)c1ccccn1	0	-14	-3.5	-1	-11	0.1	2	-14	27
O=C(O)c1cn2c3c(ccc(Cl)c3c1=O)OCC2	-6	1	1.0	-5	-5	0.0	4	4	1
Cc1ccc2cc(C3CC(c4cccs4)=NN3S(C)(=O)=O)c(Cl)nc2c1 (stereo not given)	0	-1	-1.9	2	-1	-0.1	0	-6	11
COc1ccc(CNC(C)(C)C)cc1Cl	-2	-4	-3.6	-1	1	-0.1	2	2	-9
COCCN(Cc1cc2ccc(C)cc2[nH]c1=O)S(=O)(=O)c1ccccc1	0	-2	0.6	10	-11	0.0	0	-7	-14
Cc1noc(C)c1COC(=O)CNC(=O)c1cccc(F)c1	-3	-4	1.7	-5	1	0.0	-3	1	8
Cc1ccccc1NC(=O)c1cccc(C(F)(F)F)c1	-1	-2	-0.9	-2	-5	0.2	1	-10	-2
CC(O)[C@H]1CN=C(N)N1CCc1cc(C(F)(F)F)cc(C(F)(F)F)c1 (stereo not given in full)	0	-3	2.0	1	-6	0.1	0	2	2

Random excerpt: 2 entries already listed, in no set order.
SMILES	TPT1 inh	PP1 counter	PP5 primary	core dimer inh	LYPLA2 counter	Efflux pump inh	Fh CTSL1 inh	PREPL inhibitor	GASC-1 inh
COc1ccccc1C(=O)N1CCC(N2CCN(c3ccccc3OC)CC2)CC1	-3	1	4.1	-4	3	0.0	-1	-6	-3
COCCN(Cc1cc2ccc(C)cc2[nH]c1=O)S(=O)(=O)c1ccccc1	0	-2	0.6	10	-11	0.0	0	-7	-14

Next section:
SMILES	TPT1 inh	PP1 counter	PP5 primary	core dimer inh	LYPLA2 counter	Efflux pump inh	Fh CTSL1 inh	PREPL inhibitor	GASC-1 inh
COc1ccc(OC)c(S(=O)(=O)NCCC2=CCCCC2)c1	-3	1	3.4	3	5	0.1	-3	5	-7
COc1ccc(CNC(=O)Nc2cc(C)cc(C)c2)cc1	1	-2	-1.0	-3	1	0.1	-4	4	-2
C=CCn1c(SCCOc2ccccc2)nnc1C(C)NC(=O)c1ccccc1 (stereo not given)	-4	-3	1.0	2	6	0.0	2	1	-8
O=C(c1ccc(S(=O)(=O)N2CCOCC2)cc1)N(c1cccc(Cl)c1)C1C=CS(=O)(=O)C1 (stereo not given)	-3	0	-1.1	-6	8	-0.1	7	10	3
CCc1cc2ccc(OC)cc2nc1SCC(=O)N1CCN(C(=O)c2ccco2)CC1	-1	0	4.5	2	7	0.1	6	3	6
COc1ccc(S(=O)(=O)N2CCCCC2)cc1NC(=O)Cc1ccsc1	.	2	3.9	.	2	-0.2	.	3	3
CCOc1ccccc1NC(=O)C1C2C=CC(O2)C1C(=O)O (stereo not given)	-7	3	30*	0	2	0.0	-5	-6	6
COc1ccc(OC)c(S(=O)(=O)N2CCN(C)CC2)c1	0	-5	1.6	-2	-3	0.0	-2	13	-5
COc1cccc(NC(=O)CSc2nc3scc(C)c3c(=O)[nH]2)c1	-1	-1	-2.5	17	5	-0.1	-2	-3	16
Cc1nnc2ccc(N3CCCC3)nn12	-2	3	-2.0	-2	-1	-0.1	1	5	10
Cc1cc(C)cc(-n2cnc3cc(C(=O)O)ccc32)c1	-2	1	2.9	-5	5	-0.2	-2	3	-6
O=C(NCCc1c[nH]c2ccccc12)OCCSS(=O)(=O)O	1	-6	-1.0	0	-1	0.0	-3	-3	13
CC(C)(O)[C@H](O)COc1c2occc2cc2ccc(=O)oc12	-6	-1	0.8	-16	-2	-0.1	1	11	1
COc1ccc(/C=N/NC(=O)CC#N)cc1Oc1nc(Cl)ncc1F	-1	0	0.9	1	-3	0.2	-3	-4	0
Cc1cccc(C2c3[nH]c4ccccc4c3CCN2C(=O)c2cc(CC(C)C)nc(C)n2)n1 (stereo not given)	-5	0	1.9	2	-9	-0.2	-2	20	-3
C/C(=N/NC(=O)Cc1ccccc1)c1ccc(C)s1	-1	-4	0.6	-6	3	0.1	6	10	4
COc1ccccc1N1CCN(C(=O)C(Cc2ccccc2)NC(=O)C2CCCCC2)CC1 (stereo not given)	-1	-2	1.0	3	-3	0.0	-1	17	-9&3
CN(C)CCNc1nc2c(c(=O)[nH]c(=O)n2C)n1CCCc1ccccc1	-2	-4	-0.6	1	-1	0.2	3	3	6
Cn1nnnc1SCC(=O)NCCCc1ccccc1	1	3	-0.5	0	-26	-0.2	2	20	10
COc1ccc(CCCc2nnc(SCC(=O)Nc3nc(C)cs3)n2C)cc1C	-7	4	3.0	7	2	0.0	1	-5	-2
CCOC(=O)c1ccc(S(=O)(=O)NNC(=O)c2cccc(N(C)C)c2)cc1	-1	0	0.2	-3	3	-0.1	-2	-13	5
Cc1ccc(-n2c(-c3ccc(Cl)cc3)c[n+]3c2CCC3)cc1	1	-3	2.7	-3	7	0.0	1	6	7
CCc1ccc(OCc2nnc(SCC(=O)N3CCN(c4ccccc4)CC3)o2)cc1	-3	-2	-1.9	2	2	0.0	5	-2	7
Cc1cc(C)c(C(=O)c2ccc(C(=O)NC(C)(C)C)cc2)c(C)c1	0	3	0.8	-5	0	-0.1	8	11	-1
C[C@H](NC(=O)C1CC(=O)N(c2ccc(F)cc2)C1)C(=O)N1CCCCC1 (stereo not given in full)	-1	-1	1.4	-19	3	0.3	0	6	3
O=C(c1cccc(C(F)(F)F)c1)C1CCCN(C(=O)CN2CCCC2=O)C1 (stereo not given)	0	-5	-1.0	-1	3	0.1	3	-2	-6
CC(NCC(=O)Nc1ccccc1C(=O)NC1CC1)c1ccc(S(N)(=O)=O)cc1 (stereo not given)	.	-3	2.4	.	-2	0.0	.	10	-1
CC(C)(C)NC(=O)CSc1nc2ccccc2n1-c1ccccc1	4	3	4.2	0	-1	0.2	3	1	-12
Cc1ccc(/C=N/NC(=O)CNC(=O)c2ccc(C)c([N+](=O)[O-])c2)o1	-4	-5	3.4	2	1	-0.1	0	1	-14
CCOc1ccc2[nH]c(=O)c(CN(Cc3ccc(C)cc3)C(=O)N3CCCC3)cc2c1	2	6	2.3	12	0	-0.1	1	4	5
CCn1c(C(O)c2ccc(C)cc2)nc2ccccc21 (stereo not given)	-7	4	-0.2	1	-4	0.1	-17	-1	4

Source: PubChem BioAssay (several laboratories)
